EZH2 inh – inhibitors of human EZH2/PRC2 methyltransferase. PRC2 H3K27 methylation, DELFIA TRF, 1 h. inhibition, % at 12.5 µM. 0.35% of 57,000 active. AID 651548;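 active = mean inhibition of replicates at least 50% and every single replicate also reaching 50%; inconclusive = mean inhibition at least 50% but some replicate falls below 50%; inactive = mean inhibition under 50%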;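 also: dimethyl H3K27 on biotinylated H3 21-44 peptide detected by antibody; plate controls were median neutral control wells for no effect and median positive control wells for full effect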
IDH1 R132H inh – inhibitors of human IDH1 R132H | 0.18% of 70,000 active | O75874 | inhibition, % at 10 µM | IDH1 R132H reductase, diaphorase/resazurin fluorescence, 60 min; in the data active = inhibition above about 34%; inconclusive = no clear call, values can overlap the other calls; inactive = below about 11%;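 also: 0% = DMSO and 100% = no enzyme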
Target sequence (O75874 whole entry R132H): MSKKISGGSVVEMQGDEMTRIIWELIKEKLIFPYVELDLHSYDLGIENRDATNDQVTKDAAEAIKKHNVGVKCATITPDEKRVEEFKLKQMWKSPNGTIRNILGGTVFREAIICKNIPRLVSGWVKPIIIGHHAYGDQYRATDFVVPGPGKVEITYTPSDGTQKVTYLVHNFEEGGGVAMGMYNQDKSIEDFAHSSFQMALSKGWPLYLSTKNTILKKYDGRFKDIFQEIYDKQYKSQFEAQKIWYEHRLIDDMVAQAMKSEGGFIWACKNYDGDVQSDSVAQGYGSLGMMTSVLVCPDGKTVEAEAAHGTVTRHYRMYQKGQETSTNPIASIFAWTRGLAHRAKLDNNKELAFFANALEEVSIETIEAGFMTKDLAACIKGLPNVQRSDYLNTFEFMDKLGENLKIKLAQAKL
The depositor's hits bear a star; ? = inconclusive; . = not tested or not shown. Not all compounds are listed; the hit share may differ from the screen's.

SMILES	EZH2 inh	IDH1 R132H inh
C[C@H]1CCCCO[C@H](CN(C)S(=O)(=O)c2ccc(F)cc2)[C@@H](C)CN([C@@H](C)CO)C(=O)c2cc(NC(=O)Nc3cccc4ccccc34)ccc2O1	.	-1.0
O=C(C[C@H]1C[C@H]2c3cc(NC(=O)NC4CCCC4)ccc3O[C@H]2[C@H](CO)O1)NCc1ccc2c(c1)OCO2	-3	-0.2
CS(=O)(=O)CCC(C(=O)N1CCCCC1)N1C(=O)c2cc(Cl)c(Cl)cc2C1=O (centres undefined)	1	0.4
C[C@H](CO)N1C[C@H](C)[C@@H](CN(C)Cc2ccc(C(F)(F)F)cc2)Oc2c(NS(=O)(=O)c3ccccc3)cccc2C1=O	-7	.
CC(C)[C@H]1c2ccc(F)cc2CC[C@@]1(CCN(C)CCCc1nc2ccccc2[nH]1)OC(=O)C1CC1	19	1.3
Cc1ccc(-c2noc(CCC(=O)Nc3cccc([N+](=O)[O-])c3)n2)cc1	29	-0.7
O=C(C[C@H]1C=C[C@H](NS(=O)(=O)c2ccc(F)cc2)[C@H](CO)O1)NC1CCC1	4	-0.1
Cc1noc(C)c1NC(=O)NCC[C@@H]1CC[C@@H](NC(=O)Cc2cccnc2)[C@H](CO)O1	6	0.5
Cc1cc(Br)ccc1NC(=O)C(=O)NCCCN1CCOCC1	-2	-0.1
Cc1noc(C)c1NC(=O)N(C)C[C@H]1Oc2ccc(NC(=O)CCCCCC(=O)Nc3ccccc3N)cc2CC(=O)N([C@H](C)CO)C[C@H]1C	21	0.0
O=C(N[C@H]1CC[C@H](CCn2cc(-c3ccccn3)nn2)O[C@H]1CO)c1ccccc1	-2	0.1
Cc1ccc(S(=O)(=O)Nc2cccc3c2O[C@H](CN(C)Cc2ccccc2)[C@@H](C)CN([C@@H](C)CO)C3=O)cc1	-12	.
O=C(CC1(O)C(=O)N(Cc2cccc3ccccc23)c2ccccc21)c1ccco1 (centres undefined)	-1	-0.4
COCCOC(=O)N1C(=O)[C@@]2(c3cc(C#Cc4ccc(OC)cc4)ccc31)[C@H](C(=O)N1CCCCCCC1)[C@H]1C(=O)O[C@H](c3ccccc3)[C@H](c3ccccc3)N1[C@@H]2c1ccc(O)cc1	-5	.
COc1ccc(CN(C)C[C@@H]2OCc3cnnn3CCCC(=O)N([C@@H](C)CO)C[C@@H]2C)cc1	.	0.6
Cc1noc(C)c1S(=O)(=O)Nc1ccc2c(c1)C(=O)N([C@H](C)CO)C[C@H](C)[C@H](CN(C)C(=O)CCCN(C)C)OCCCC[C@H](C)O2	.	3.9
COc1ccc(NC(=O)N[C@H]2CC[C@@H](CCNC(=O)Cc3ccncc3)O[C@@H]2CO)cc1	9	-0.1
COc1ccc(O)c(/C=N/NC(=O)CCCCCC(=O)Nc2ccccc2O)c1	-15	.
C[C@H](CO)N1C[C@H](C)[C@@H](CN(C)Cc2ccc(Oc3ccccc3)cc2)Oc2ccc(NC(=O)c3ccncc3)cc2C1=O	-12	.
Cc1nn(CC(=O)Nc2cccnc2)c(C)c1[N+](=O)[O-]	-15	0.1

Compound profiles (already shown).
C[C@H](CO)N1C[C@H](C)[C@@H](CN(C)Cc2ccc(Oc3ccccc3)cc2)Oc2ccc(NC(=O)c3ccncc3)cc2C1=O is listed as EZH2 inh = -12; IDH1 R132H inh = .
CC(C)[C@H]1c2ccc(F)cc2CC[C@@]1(CCN(C)CCCc1nc2ccccc2[nH]1)OC(=O)C1CC1 is listed as EZH2 inh = 19; IDH1 R132H inh = 1.3

Remaining list, next part:
SMILES	EZH2 inh	IDH1 R132H inh
C[C@H]1CN([C@@H](C)CO)C(=O)Cc2cc(NS(=O)(=O)c3ccc(Cl)cc3)ccc2O[C@H]1CN(C)S(=O)(=O)c1ccccc1	.	0.5
C[C@H](CO)N1C[C@H](C)[C@@H](CN(C)Cc2ccc3c(c2)OCO3)Oc2c(NC(=O)C3CCOCC3)cccc2C1=O	-15	0.5
C[C@H](CO)N1C[C@H](C)[C@H](CN(C)Cc2ccc(C(=O)Nc3ccccc3N)cc2)Oc2ccc(NC(=O)Nc3ccccc3)cc2C1=O	-19	.
C[C@@H]1CN([C@H](C)CO)S(=O)(=O)c2ccc(/C=C/c3ccccc3)cc2O[C@@H]1CN(C)C(=O)c1ccc2c(c1)OCO2	-23	1.1
C[C@H](CO)N1C[C@H](C)[C@H](CN(C)S(C)(=O)=O)Oc2ncc(C#CC3(O)CCCC3)cc2C1=O	-33	0.0
CO[C@H]1CN(C)C(=O)c2ccc(NS(C)(=O)=O)cc2OC[C@@H](C)N(Cc2ccccn2)C[C@H]1C	-2	.
COc1ccc(NC(=O)Nc2ccc3c(c2)C(=O)N([C@@H](C)CO)C[C@H](C)[C@@H](CN(C)S(=O)(=O)c2cccs2)O3)cc1	.	-1.3
C[C@H](CO)N1C[C@H](C)[C@@H](CN(C)S(=O)(=O)c2ccc(Cl)cc2)Oc2ccc(NC(=O)Nc3ccc(F)cc3)cc2C1=O	-3	.
C[C@@H]1CN([C@H](C)CO)C(=O)c2cc(-c3cccc(F)c3)cnc2O[C@H]1CN(C)Cc1cncnc1	-3	-4.6
CCC(=O)N1C[C@@H](C)[C@H](OC)CN(C)C(=O)c2ccc(NS(C)(=O)=O)cc2OC[C@@H]1C	1	1.0
C[C@H]1CN([C@@H](C)CO)C(=O)c2cc(NS(=O)(=O)c3ccc(F)cc3)ccc2O[C@H]1CN(C)C(=O)NC1CCCCC1	13	0.9
C/C=C/c1ccc2c(c1)O[C@H](CN(C)C(=O)COC)[C@H](C)CN([C@@H](C)CO)S2(=O)=O	11	-3.5
CC(C)NC(=O)Nc1ccc2c(c1)C(=O)N([C@@H](C)CO)C[C@@H](C)[C@H](CN(C)Cc1ccc(C(F)(F)F)cc1)O2	.	-0.7
O=C1C(=O)N(CCCN2CCOCC2)C(c2cccnc2)C1C(=O)c1cc2ccccc2o1 (centres undefined)	-27	-0.5
C[C@@H]1CN([C@@H](C)CO)C(=O)Cc2cc(NC(=O)c3ccncc3)ccc2O[C@@H]1CN(C)S(=O)(=O)c1ccc(F)cc1	-3	7.0
COC(=O)c1cccc(NC(=O)COc2ccc([N+](=O)[O-])cc2)c1	3	-0.7
CC(C)OC(=O)N(C)C[C@@H]1OCc2cnnn2CCCC(=O)N([C@@H](C)CO)C[C@H]1C	13	.
O=C(C[C@H]1CC[C@H](NC(=O)Cc2ccccn2)[C@@H](CO)O1)NCCc1ccncc1	-1	0.0
COc1ccc(-c2nc(SCC(=O)Nc3cccc(F)c3)n[nH]2)cc1	7	-0.2
COc1ccc(S(=O)(=O)N[C@@H]2CC[C@@H](CC(=O)NCCc3ccncc3)O[C@@H]2CO)cc1	-1	0.3

Laid out differently: results already given.
| mol | EZH2 inh | IDH1 R132H inh |
| --- | --- | --- |
| COc1ccc(NC(=O)Nc2ccc3c(c2)C(=O)N([C@@H](C)CO)C[C@H](C)[C@@H](CN(C)S(=O)(=O)c2cccs2)O3)cc1 | . | -1.3 |
| C[C@H](CO)N1C[C@H](C)[C@@H](CN(C)S(=O)(=O)c2ccc(Cl)cc2)Oc2ccc(NC(=O)Nc3ccc(F)cc3)cc2C1=O | -3 | . |
| C[C@@H]1CN([C@H](C)CO)C(=O)c2cc(-c3cccc(F)c3)cnc2O[C@H]1CN(C)Cc1cncnc1 | -3 | -4.6 |

(next part)
SMILES	EZH2 inh	IDH1 R132H inh
C[C@@H]1CN([C@H](C)CO)S(=O)(=O)c2ccc(-c3cncnc3)cc2O[C@@H]1CN(C)C(=O)Cc1ccncc1	-2	3.5
Cc1ccc(S(=O)(=O)N(C)C[C@@H]2OCCCC[C@H](C)Oc3ccc(NC(=O)NC4CCCCC4)cc3C(=O)N([C@H](C)CO)C[C@H]2C)cc1	.	-1.5
O=C(Nc1ccccc1)N[C@@H]1CC[C@@H](CCNC(=O)c2ccccc2F)O[C@@H]1CO	0	-0.2
C[C@H](CO)N1C[C@H](C)[C@@H](CN(C)Cc2ccc(C(=O)Nc3ccccc3N)cc2)Oc2ccc(NC(=O)CCN3CCOCC3)cc2C1=O	-15	0.0
Cc1noc(C)c1NC(=O)Nc1ccc2c(c1)CC(=O)N([C@@H](C)CO)C[C@H](C)[C@H](CN(C)Cc1ccc(C(=O)Nc3ccccc3N)cc1)O2	-3	1.2
C[C@H](CO)N1C[C@H](C)[C@@H](CN(C)Cc2cncnc2)Oc2cc(C#CC3CCCC3)ccc2S1(=O)=O	8	-0.1
Cc1ccc(N(CC(=O)Nc2ccc(Br)cc2F)S(C)(=O)=O)cc1C	11	0.2
CC(C)NC(=O)Nc1ccc2c(c1)CC(=O)N([C@@H](C)CO)C[C@@H](C)[C@H](CN(C)Cc1ccc(-c3ccccc3)cc1)O2	-41	-0.1
C[C@@H]1CN([C@H](C)CO)C(=O)c2cc(-c3ccccc3F)cnc2O[C@@H]1CN(C)Cc1cccc(F)c1	-9	0.1
Cc1ccc(S(=O)(=O)N[C@H]2CC[C@H](CCNC(=O)C3CCC3)O[C@@H]2CO)cc1	-2	0.0
Cc1cccc(C)c1OCCCCNCCO	-4	-0.1
COc1ccccc1NC(=O)N(C)C[C@@H]1Oc2cc(Br)ccc2S(=O)(=O)N([C@H](C)CO)C[C@H]1C	5	-5.3
C[C@@H]1CN([C@@H](C)CO)C(=O)c2cccc(NC(=O)Nc3cccc4ccccc34)c2O[C@H]1CN(C)C(=O)Nc1ccc(F)cc1	-12	1.2
CCC(=O)Nc1ccc2c(c1)OC[C@H](C)N(Cc1ccccn1)C[C@@H](C)[C@@H](OC)CN(C)C2=O	-5	0.0
O=C(C[C@H]1C=C[C@@H](NC(=O)Cc2cccnc2)[C@@H](CO)O1)NCc1ccc2c(c1)OCO2	7	0.0
C[C@@H]1CN([C@@H](C)CO)C(=O)c2cc(-c3ccc(C#N)cc3)cnc2O[C@H]1CN(C)CC1CCCCC1	-12	0.7
C[C@@H]1CN([C@@H](C)CO)S(=O)(=O)c2ccc(-c3ccccc3)cc2O[C@@H]1CN(C)Cc1ccccc1C(=O)O	.	0.2
C[C@@H]1CN([C@@H](C)CO)C(=O)c2cccc(NS(C)(=O)=O)c2O[C@@H]1CN(C)Cc1ccc(Cl)c(Cl)c1	-2	1.5
C[C@H]1CN([C@@H](C)CO)C(=O)c2cc(C#CCc3ccccc3)cnc2O[C@@H]1CN(C)Cc1ccc(C(=O)O)cc1	?	35*
NC(=O)[C@@H]1[C@H]2C(=O)O[C@H](c3ccccc3)[C@H](c3ccccc3)N2[C@H](c2ccccc2OCCO)[C@@]12C(=O)Nc1ccccc12	-22	-0.7
C[C@H]1CN([C@@H](C)CO)C(=O)Cc2cc(NC(=O)Nc3ccccc3)ccc2O[C@H]1CN(C)Cc1ccc(C(=O)O)cc1	1	-1.4
C[C@@H]1CN([C@H](C)CO)C(=O)c2cc(NC(=O)c3ccccc3)ccc2O[C@@H](C)CCCCO[C@@H]1CN(C)Cc1ccccc1	.	0.7
C[C@@H]1CCCCO[C@@H](CN(C)C(=O)c2ccccc2)[C@@H](C)CN([C@H](C)CO)C(=O)c2cc(N(C)C)ccc2O1	4	-2.5
C[C@@H]1CN([C@@H](C)CO)C(=O)c2c(c3ccccc3n2C)-c2ccccc2CO[C@H]1CN(C)C(=O)NC1CCCCC1	-2	.
CO[C@H]1CN(C)C(=O)c2cc(NS(=O)(=O)c3ccc(Oc4ccccc4)cc3)ccc2OC[C@@H](C)NC[C@@H]1C	4	0.1
COc1ccc(NC(=O)Nc2ccc3c(c2)CC(=O)N([C@@H](C)CO)C[C@@H](C)[C@H](CN(C)C(=O)Nc2ccccc2)O3)cc1	.	-0.2
Cc1ccc(S(=O)(=O)NCC[C@@H]2CC[C@H](NC(=O)Nc3ccccc3F)[C@@H](CO)O2)cc1	7	0.0
OCCN(CCO)c1nc(N2CCCCC2)c2nc(N(CCO)CCO)nc(N3CCCCC3)c2n1	.	0.1
O=C(C[C@H]1C[C@@H]2c3cc(NC(=O)Nc4ccccc4F)ccc3O[C@@H]2[C@H](CO)O1)NC1CCCC1	29	-0.3
CO[C@H]1CN(C)C(=O)c2ccc(NS(=O)(=O)c3cccc(F)c3)cc2OC[C@H](C)N(C(=O)Cc2cccnc2)C[C@H]1C	-3	-0.1
COc1ccccc1-c1cnc2c(c1)C(=O)N([C@H](C)CO)C[C@@H](C)[C@@H](CN(C)C(=O)c1ccncc1)O2	.	-0.6
CO[C@H]1CN(C)C(=O)c2cccc(C#N)c2OC[C@H]2O[C@@H](CC[C@H]2OC)CCN(C)C(=O)[C@H]1C	0	0.1
CN(C)CCCNC(=O)C[C@@H]1CC[C@@H](NC(=O)Cc2cccnc2)[C@H](CO)O1	4	0.1
C[C@H](CO)N1C[C@H](C)[C@@H](CN(C)S(=O)(=O)c2ccc(F)cc2)Oc2ccc(NC(=O)C3CCCCC3)cc2CC1=O	.	0.3
C[C@@H]1CN([C@H](C)CO)C(=O)c2cccc(NS(C)(=O)=O)c2O[C@H]1CN(C)C(=O)Nc1ccccc1	12	.
C[C@@H]1CN([C@@H](C)CO)C(=O)c2cc(Br)cnc2O[C@H]1CN(C)C(=O)Cc1ccccn1	9	.
C[C@H](CO)N1C[C@H](C)[C@H](CN(C)C(=O)Nc2ccc3c(c2)OCO3)OCCCC[C@H](C)Oc2ccc(NC(=O)NC3CCCCC3)cc2C1=O	.	-0.1
O=[N+]([O-])c1cccc(NC(=S)NCCn2cc(Br)cn2)c1	-12	-0.5
CO[C@@H]1CN(C)C(=O)c2cc(NC(=O)Nc3ccccc3)ccc2OC[C@@H](C)N(C(=O)Nc2c(C)noc2C)C[C@H]1C	7	0.5
